Source: PubChem (several laboratories)
PLAP inhibitors HTS: inhibition of human placental alkaline phosphatase – biochemical, luminescence, HTS (AID 690) | purified PLAP, luminescent substrate; higher % means a stronger effect | one-dose inhibition, % at 20 µM; IC50 in µM for titrated hits | hit rate 0.08% among 96,000; in the data active = a potency from the dose series; inactive = the rest, 99 in 100 with inhibition below about 30%; note: strong numbers were not always called active
NFkB transloc pot: enhances IL-1B driven NFkB nuclear translocation; HUVEC IL-1B NFkB p65 nuclear translocation imaging; activation, % at 2 µM; hit rate 0.3% among 94,000; AID 819;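 active = activation above 40%, about the mean plus 3 SD, also judged a hit on visual image review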;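 note: percent activation is computed from the nuclear over cytoplasmic p65 intensity ratio; values of inactives mirror those of a sister screen read the other way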
NFkB transloc inh: blocks IL-1B driven NFkB nuclear translocation in HUVEC cells | inhibition, % at 2 µM | hit rate 0.43% among 94,000 | AID 796 | HUVEC IL-1B NFkB p65 nuclear translocation imaging;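 active = inhibition above about 30% together with a positive call from visual inspection of the well image, limit read from the data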;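 note: nuclear over cytoplasmic p65 intensity ratio measured by imaging; 0% = IL-1B stimulated DMSO wells and 100% = unstimulated DMSO wells; values of inactives mirror those of a sister screen read the other way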
MRP reversal: reverses drug resistance mediated by MRP | H69AR cells + 2 uM doxorubicin, CellTiter-Glo, 72 h | differential viability (reversal), % at 10 µM | hit rate 0.04% among 85,000 | AID 602;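 active = viability drop by adding the cancer drug above about 55%, with treated viability meeting a 40% cutoff, limit read from the data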;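 note: viability without doxorubicin minus viability with 2 µM doxorubicin for each compound; larger differential means the compound sensitizes cells more to doxorubicin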
Bcl-B displacement: displacers of TR3 peptide from Bcl-B, primary screen, selectivity assay for Bfl-1 inhibitor project, biochemical, fluorescence polarization | displacement, % at 20 µM; hits with a dose series show IC50 in µM | FP displacement of FITC-TR3 peptide from Bcl-B; higher % means a stronger effect | hit rate 0.11% among 96,000;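 active = displacement above 50% at 20 µM plus a fluorescence interference ratio under 1.5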;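 note: plate controls were wells without compound for no effect and wells lacking Bcl-B protein for full effect; a part of the inactive calls stands beside numbers as strong as those of hits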
MRP reversal cytotoxicity: also measured in MRP reversal; calls as there; viability, %; H69AR cells, CellTiter-Glo, 72 h; measured here: cytotoxicity without doxorubicin
MRP reversal with doxorubicin: second read-out of MRP reversal, no call of its own (marks repeat the call); viability, %; measured here: viability with 2 uM doxorubicin; stronger effect = lower value
NFkB transloc inh cell count 2 µM: further read-out of NFkB transloc inh, marked with its call; cell count; measured here: cells passing quality filter;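 raw number of nuclei counted in each imaged well without normalization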
NFkB transloc pot cell count 2 µM: also measured in NFkB transloc pot; calls as there; cell count; measured here: cells passing quality filter
Active calls of the source: *; · = not tested or not shown. These rows are one share of the data; the hit share may differ from the screen's.

SMILES	PLAP inhibitors HTS	NFkB transloc pot	NFkB transloc pot cell count 2 µM	NFkB transloc inh	NFkB transloc inh cell count 2 µM	MRP reversal	MRP reversal cytotoxicity	MRP reversal with doxorubicin	Bcl-B displacement
Cc1cc(/C=N/NC(N)=O)c(C)c(CO)c1	-2%	-13	144	13	144	·	·	·	-6%
COc1cc(OC)c2nc(C)c3c(c2c1)N(c1ccc(O)cc1)CC3	32%	1	156	-1	156	·	·	·	24%
CCC(=O)Nc1cc(C(=O)OCC(=O)c2ccccc2Cl)ccc1C	-30%	·	·	·	·	·	·	·	-2%
CN(C)c1ccc(/C=N/NC(=O)C(O)(c2ccccc2)c2ccccc2)o1	-38%	3	148	-3	148	·	·	·	-1%
CC(C)CNC(=S)NNC(=O)c1csc2ccccc12	-36%	20	151	-20	151	·	·	·	-5%
CCc1nc2c(c(SC)nn2-c2ccccc2)c(N)c1C(=O)OC	-13%	-3	123	3	123	·	·	·	-3%
Cc1cc(C)n(Cc2ccc(Cl)c(Cl)c2)c(=O)c1S(=O)(=O)c1ccccc1	11%	-1	141	1	141	·	·	·	-1%
O=C(CSc1nnc(CNC(=O)c2ccccc2F)o1)NCC1CCCO1 (stereo not drawn)	4%	-2	51	2	51	4	102	97	3%
Cc1cc(=O)[nH]c(SCC(=O)N2CCC(C(N)=O)CC2)n1	-51%	-7	200	7	200	7	94	87	-6%
CCn1c(=O)c(=O)[nH]c2cc(C(=O)N3CCN(c4ccccc4F)CC3)ccc21	-10%	8	181	-8	181	-2	79	82	0%
CCc1ccc2c(c1)c1nc(C)sc1n2CC	-36%	2	92	-2	92	-18	71	89	-18%
CCOC(=O)c1nnn(CC(=O)Nc2cccc(F)c2)c1C(=O)OCC	8%	5	82	-4	82	-8	94	101	-7%
O=C(COc1ccc(Cl)cc1Cl)NCCCCc1ccccc1	-45%	-8	177	8	177	·	·	·	-1%
COc1cc(/C=C/C(=O)c2ccc(Cl)s2)cc(OC)c1O	36%	9	166	-9	166	·	·	·	7%
COc1ccccc1CN1CCN(C(CC(C)C)c2nnnn2Cc2cccs2)CC1 (stereo not drawn)	-93%	·	·	·	·	·	·	·	6%
COc1cccc(NC(=S)NCCC(c2ccccc2)c2ccccc2)c1	0%	17	108	-17	108	·	·	·	-1%
Cc1nnc(SCC(=O)Nc2ccc(Br)cn2)[nH]c1=O	-18%	9	142	-9	142	6	97	90	0%
O=C(COC(=O)[C@H](Cc1ccccc1)NS(=O)(=O)c1ccccc1F)NC1CCCCC1	-59%	-2	153	2	153	·	·	·	1%
Clc1ccc(-c2nn3c(C4COc5ccccc5O4)nnc3s2)cc1 (stereo not drawn)	6%	-4	97	4	97	-19	67	86	-2%
COc1ccc2c(c1OC)C(=O)OC2CC(=O)c1ccc(N(C)C)cc1 (stereo not drawn)	-1%	·	·	·	·	10	99	88	3%
COc1ccc(C(=O)Cn2c(=O)c(CCC(=O)O)nn3c4ccccc4nc23)cc1OC	-32%	6	123	-6	123	3	104	101	4%
CC1CCCCN1C(=O)Cn1cc(C#N)c2ccccc21 (stereo not drawn)	·	1	121	-1	121	-11	65	76	·
Cc1ccc(C(=O)NNC(=S)Nc2cccc3ccccc23)s1	-63%	-5	154	5	154	·	·	·	1%
O=C(CCN1CCCCC1)c1ccccc1	4%	8	191	-8	191	10	72	62	10%
Cc1cccc(C(=O)O/N=C(\N)c2cccc([N+](=O)[O-])c2)c1	24%	-9	123	9	122	·	·	·	-4%
Cc1ccc(C)c(N2CCN(S(=O)(=O)c3ccc4c(c3)oc(=O)n4C)CC2)c1	-44%	35	120	-35	120	12	85	73	4%
Cc1ccc(NC(=O)NNC(=O)Cn2nc(-c3ccccc3)c(-c3ccccc3)c(C#N)c2=O)cc1	-13%	·	·	·	·	·	·	·	0%
CCc1cc(C(=O)NNC(=S)NCc2ccccc2)cs1	11%	3	182	-3	182	·	·	·	10%
c1ccc(N2CCN(Cc3nnnn3C3CCCCC3)CC2)cc1	-51%	12	112	-12	112	22	96	74	-8%
Cc1cc(N=Cc2c(O)ccc3ccccc23)no1	5%	22	170	-22	170	-10	78	88	2%
CCOC(=O)c1c(C)oc2cc(Br)c(OC(=O)N3CCOCC3)cc12	-34%	19	100	-19	100	4	73	69	-5%
CCOCCc1nnc(N)s1	22%	18	147	-18	147	10	100	91	-8%
COc1cc(C2/C(=C(\O)c3ccc4c(c3)CC(C)O4)C(=O)C(=O)N2CCCn2ccnc2)ccc1O (stereo not drawn)	-46%	-3	207	3	207	-5	92	96	-9%
COc1ccccc1C(c1nnnn1Cc1ccccc1)N1CCN(C2CCCC2)CC1 (stereo not drawn)	·	-4	126	4	126	7	76	69	·
c1ccc(CNn2c(N3CCOCC3)nc3ccccc32)cc1	2%	0	112	0	112	15	97	82	-10%
CC(C)(C)n1nnnc1C(c1ccncc1)N1CCN(C2CCCCC2)CC1 (stereo not drawn)	-61%	-3	137	3	137	0	97	97	8%
O=C(CSc1nnc(-c2ccco2)n1Cc1ccco1)NCc1ccccc1	4%	6	155	-6	155	1	88	87	6%
CCNC(=S)Nc1ccc(Oc2ccccc2)cc1	·	-5	138	5	138	·	·	·	·
O=S(=O)(Nc1ccc(O)c(CN2CCCCC2)c1)c1ccccc1	-22%	3	171	-3	171	14	101	87	5%
CCN1CCN(CCNC(=O)c2cn(Cc3ccccc3F)nn2)CC1	·	13	127	-13	127	·	·	·	·
COc1ccccc1NC(=O)COc1ccc(/C=N/n2cnnc2)cc1OC	-26%	12	124	-12	124	-6	87	93	6%
CCn1cc(C(=O)NCCc2ccccc2)c(=O)c2cc(F)c(N3CCN(C)CC3)cc21	-59%	6	104	-6	104	-21	42	63	-4%
COc1ccccc1NC(=O)CSc1nnc(-c2ccco2)o1	8%	·	·	·	·	-7	92	99	-2%
O=C1NCCN1C(=O)N(c1ccccc1)c1ccccc1	-11%	-3	88	3	88	-5	103	108	0%
CC(=O)OC(Cn1nc(C)cc1C)c1ccccc1 (stereo not drawn)	-12%	-5	191	6	191	10	98	88	11%
COc1ccc(-c2cc(-c3cc(F)ccc3O)[nH]n2)cc1OC	-20%	5	194	-5	194	-23	52	75	1%
CC(=NC1CC1)C1=C(O)c2ccccc2C1=O	23%	22	192	-22	192	10	96	86	12%
CCN(CC)CCNC(=O)C1c2ccccc2C(=O)N(CCOC)C1c1ccc(F)cc1 (stereo not drawn)	-79%	7	169	-7	169	15	93	78	-5%
COc1ccc(N/N=C(\C=N\O)C(=O)c2ccc(OC)cc2)cc1	10%	34	185	-34	185	-37	26	63	-34%
CN(C(=O)c1ccc(S(=O)(=O)NC2CCCC2)cc1)C1CCCCC1	-49%	2	143	-2	143	32	84	52	5%
Nc1ncnc2c1cnn2-c1ccccc1	10%	2	173	-2	173	2	90	88	0%
Cc1ccc(S(=O)(=O)N(CC(=O)N/N=C/c2ccc(F)cc2)c2cccc3cccnc23)cc1	6%	-9	114	10	114	·	·	·	-1%
CCOc1ccc2nc(NC(=O)CCn3cccc3)sc2c1	1%	-11	178	11	178	·	·	·	-16%
COc1ccc(N(C(=O)c2ccco2)S(=O)(=O)c2cccc([N+](=O)[O-])c2)cc1	11%	8	186	-8	186	3	86	83	-15%
CC1=C(n2nnc3ccccc32)C(c2ccccc2)C(C#N)=C(N)O1 (stereo not drawn)	12%	7	138	-7	138	-2	71	73	2%
CC(C)CC(=O)CN1C(=O)C2(OCCO2)c2ccccc21	-15%	12	25	-12	25	2	80	78	-2%
Cc1cccc2cc(C#N)c(SCC(=O)NNC(=O)Cc3ccccc3)nc12	-2%	-6	182	6	182	·	·	·	-14%
CC(Sc1nnc(-c2ccc(O)cc2)o1)C(=O)Nc1cccc2ccccc12 (stereo not drawn)	-40%	-15	44	15	44	18	95	77	8%
Clc1ccc(Sc2oc(/C=N/n3cnnc3)cc2Br)cc1	8%	6	116	-6	116	-26	46	72	0%
Cc1cccc(NC(=O)c2cc(S(=O)(=O)NCc3ccco3)ccc2F)c1C	6%	1	116	-1	116	-18	54	71	-10%

No new results follow: entries from further up.
SMILES	PLAP inhibitors HTS	NFkB transloc pot	NFkB transloc pot cell count 2 µM	NFkB transloc inh	NFkB transloc inh cell count 2 µM	MRP reversal	MRP reversal cytotoxicity	MRP reversal with doxorubicin	Bcl-B displacement
COc1ccc(N/N=C(\C=N\O)C(=O)c2ccc(OC)cc2)cc1	10%	34	185	-34	185	-37	26	63	-34%
CN(C(=O)c1ccc(S(=O)(=O)NC2CCCC2)cc1)C1CCCCC1	-49%	2	143	-2	143	32	84	52	5%
Nc1ncnc2c1cnn2-c1ccccc1	10%	2	173	-2	173	2	90	88	0%
Cc1ccc(S(=O)(=O)N(CC(=O)N/N=C/c2ccc(F)cc2)c2cccc3cccnc23)cc1	6%	-9	114	10	114	·	·	·	-1%

Other structures.
SMILES	PLAP inhibitors HTS	NFkB transloc pot	NFkB transloc pot cell count 2 µM	NFkB transloc inh	NFkB transloc inh cell count 2 µM	MRP reversal	MRP reversal cytotoxicity	MRP reversal with doxorubicin	Bcl-B displacement
C=CCn1c2ccccc2c2nnc(SC(CC)C(=O)Nc3nc(C)c(C(=O)OCC)s3)nc21 (stereo not drawn)	-27%	13	121	-13	121	14	81	67	-8%
CCOC(=O)N1CCN(C(c2ccc(F)cc2)c2sc3nc(C)nn3c2O)CC1 (stereo not drawn)	-52%	·	·	·	·	13	107	94	-9%
Cc1nn(Cc2n[nH]c(=S)n2Cc2ccccc2)c(C)c1Cl	-7%	-5	99	5	99	6	84	77	-8%
O=C1CC(NNc2ccccc2)C(=O)N1c1cccc(Cl)c1 (stereo not drawn)	2%	3	151	-4	151	·	·	·	-1%
COc1ccc(S(=O)(=O)N2CCCC(C(=O)NCc3ccco3)C2)cc1Cl (stereo not drawn)	-20%	7	186	-7	186	-2	84	86	2%
COc1ccc(CNc2oc(COc3ccc(Cl)cc3)nc2C#N)cc1	21%	-8	132	8	132	7	87	80	-7%
O=C(c1ccc2c(=O)n(Cc3ccco3)c(=S)[nH]c2c1)N1CCN(Cc2ccccc2)CC1	-5%	13	156	-13	156	25	84	60	-4%
CNC(=S)Nc1cc(OC)ccc1OC	1%	3	147	-3	147	·	·	·	-1%
O=C(COC(=O)Cc1ccsc1)NCC12CC3CC(CC(C3)C1)C2	6%	12	148	-12	148	·	·	·	0%
N#Cc1c(NCCCO)nc(-c2ccco2)c2c1CCCC2	-86%	-7	68	7	68	-8	78	86	-7%
Cc1ccc(-n2c(-c3ccccc3)nnc2-c2cccs2)cc1	·	24	145	-24	145	8	96	88	·
Cc1ccc(S(=O)(=O)CCc2nnc(NC(=O)C3CCCO3)s2)cc1 (stereo not drawn)	11%	-9	146	9	146	13	95	82	-7%
COc1ccc2cc(CN(CC3COCCO3)S(=O)(=O)c3c(C)cc(C)cc3C)c(=O)[nH]c2c1 (stereo not drawn)	4%	1	114	-1	114	·	·	·	4%
COC(=O)[C@@H](NC(=O)Nc1ccc(OC)cc1)C(C)C	9%	15	188	-15	188	-4	89	93	9%
CNc1oc(-c2ccc(OCc3ccccc3)cc2)nc1C#N	-8%	11	81	-11	81	5	77	72	1%
CC1(C)CN=C(N2CCN(C3=NCC(C)(C)S3)CC2)S1	-66%	·	·	·	·	·	·	·	1%
Cc1c(C(=O)NCc2ccccn2)sc2nc(-c3ccc(F)cc3)cn12	19%	18	165	-18	165	6	92	87	-7%
COc1ccc(CC(=O)Nc2c3c(nn2-c2cccc(Cl)c2)CS(=O)(=O)C3)cc1	15%	16	98	-16	98	14	88	74	-2%
O=C(/C=C/Sc1ncn[nH]1)c1ccc(Cl)cc1	-38%	-48	114	48*	114*	·	·	·	-4%
CCC(=O)Nc1nc(C)c(C(=O)N2CCCCC2)s1	8%	·	·	·	·	11	108	98	5%
Cc1ccc(NC(=O)CN2CCN(CCN=CC3=C(O)CC(C)(C)CC3=O)CC2)cc1	-24%	7	167	-7	167	10	98	88	-12%
Cc1cc(NC(=O)CC(C)(C)C)nc2c1c(=O)oc1ccccc12	·	-24	98	24	98	-16	56	72	·
